Compound activity as filed in PubChem BioAssay.
DNMT1 block: inhibitors of human DNMT1; DNMT1 molecular beacon, Hinp1I cleavage, fluorescence; inhibition (reported as % activation of signal), % at 10 µM; 360,000 tested, 0.83% active; in the data active means inhibition above about 50%
LMPTP inh: LMPTP (human) inhibition | 360,000 tested, 0.22% active | inhibition, % at 20 µM | recombinant LMPTP-A, OMFP fluorogenic substrate, fluorescence intensity;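 active means compounds that cut the enzyme signal by at least half of the control window in the single-dose screen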;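 further: plate controls were DMSO wells with enzyme plus substrate for no effect and substrate without enzyme for full effect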
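Assay system: LMPTP-A, protein tyrosine phosphatase of low molecular weight / Medium: pH 6.0 Bis-Tris buffer with DTT and Triton X-100 / Schedule: 50 min enzyme reaction at room temperature, protected from light / Measured by: endpoint fluorescence intensity from OMFP dephosphorylation / Read-out basis: % inhibition relative to no-enzyme and uninhibited control wells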
MsrA act: activates bovine MsrA enzyme | purified bovine MsrA, absorbance read-out | activation, % at 10.6 µM | 360,000 tested, 0.3% active; in the data active means activation above about 7.5%;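 further: 0% = vehicle and 100% = reference activator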
eLon inh: E. coli protease La inhibition. P0A9M0. purified E. coli Lon protease, fluorescence polarization. inhibition, % at 7.94 µM. 360,000 tested, 0.42% active. AID 602123; in the data active means inhibition above about 13%, passing the limit was not always enough;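 further: 0% = enzyme with probe and DMSO and 100% = no enzyme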
SUMO1-SIM PPI: alters human SUMO1 binding to SIM partners. inhibition, % at 20 µM. P63165. AID 602429. SUMO1 binding to a labelled peptide, TR-FRET, 1 h. 360,000 tested, 0.33% active; in the data active means inhibition above about 37%
Target sequence (P63165 whole entry, looked up): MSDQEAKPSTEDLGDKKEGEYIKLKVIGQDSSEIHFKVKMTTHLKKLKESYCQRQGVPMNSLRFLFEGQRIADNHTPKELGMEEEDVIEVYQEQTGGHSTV
TbMetRS inhib: Trypanosoma brucei MetRS inhibition; inhibition, % at 11.9 µM; purified T. brucei MetRS, ATP depletion, Kinase-Glo luminescence; AID 624268; 360,000 tested, 0.4% active;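 active means inhibition above a per-plate cutoff of the control wells' mean inhibition plus 3 SD, cut at about 5.5% in these data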;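 further: 0% = DMSO wells median and 100% = median of wells with control inhibitor compound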
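Assay system: T. brucei methionyl-tRNA synthetase, purified | Medium: HEPES buffer with MgCl2, KCl, DTT, spermine, BSA, pyrophosphatase | Compound: 11.9 µM single point | Incubation: 15 min enzyme-compound preincubation, 2 h reaction, 10 min detection, 25 °C | Measured by: Kinase-Glo luciferase luminescence reporting remaining unconsumed ATP | Measure: % inhibition normalized to control-well medians | Replication: Singlicate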
MsrA inhibitor: inhibitors of bovine MsrA; 360,000 tested, 0.75% active; inhibition, % at 15.5 µM; purified bovine MsrA, absorbance read-out; in the data active means inhibition above about 4.5%;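 further: 0% = vehicle wells with enzyme and 100% = reference inhibitor wells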
NRP1-CendR mod: alters CendR peptide binding to human NRP-1 | inhibition, % at 25 µM | 360,000 tested, 0.85% active | O14786 | FAM-RPARPAR peptide binding to NRP-1, fluorescence polarization | AID 602438;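 active means inhibition or corrected inhibition above about 18%, plus a signal ratio from 0.5 to 1.5, limit read from the data, passing the limit was not always enough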; further: strong numbers were not always called active
Target sequence (O14786 whole entry, looked up): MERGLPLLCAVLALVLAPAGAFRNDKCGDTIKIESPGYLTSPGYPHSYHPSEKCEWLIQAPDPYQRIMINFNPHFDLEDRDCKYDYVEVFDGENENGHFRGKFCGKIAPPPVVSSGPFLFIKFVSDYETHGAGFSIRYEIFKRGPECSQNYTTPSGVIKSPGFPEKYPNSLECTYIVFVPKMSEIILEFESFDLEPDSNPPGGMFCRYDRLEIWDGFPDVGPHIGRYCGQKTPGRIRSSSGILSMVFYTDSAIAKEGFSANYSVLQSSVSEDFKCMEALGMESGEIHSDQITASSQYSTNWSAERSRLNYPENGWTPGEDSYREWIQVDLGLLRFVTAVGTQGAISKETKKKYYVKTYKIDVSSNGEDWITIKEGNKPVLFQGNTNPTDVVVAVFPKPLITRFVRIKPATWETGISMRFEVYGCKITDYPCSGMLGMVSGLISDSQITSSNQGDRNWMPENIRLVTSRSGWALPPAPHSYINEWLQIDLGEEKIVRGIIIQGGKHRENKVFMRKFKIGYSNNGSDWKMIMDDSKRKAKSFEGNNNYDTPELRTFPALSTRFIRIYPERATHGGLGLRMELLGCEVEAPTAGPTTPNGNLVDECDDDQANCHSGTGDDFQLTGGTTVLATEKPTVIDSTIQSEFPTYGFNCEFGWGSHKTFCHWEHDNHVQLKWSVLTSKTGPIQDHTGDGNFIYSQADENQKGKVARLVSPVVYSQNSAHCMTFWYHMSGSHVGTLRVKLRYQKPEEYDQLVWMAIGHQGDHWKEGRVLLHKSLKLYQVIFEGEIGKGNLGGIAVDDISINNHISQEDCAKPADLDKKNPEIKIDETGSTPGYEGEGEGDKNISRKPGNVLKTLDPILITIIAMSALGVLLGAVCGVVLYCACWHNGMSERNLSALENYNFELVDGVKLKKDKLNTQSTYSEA
STEP inh: inhibitors of human striatal-enriched phosphatase STEP | recombinant STEP, OMFP fluorogenic substrate, fluorescence | inhibition, % at 20 µM | 360,000 tested, 0.25% active;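 active means inhibition at 20 µM, scaled per plate between control wells, above about 37%, limit read from the data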;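 further: 0% = DMSO with enzyme and substrate and 100% = substrate only without enzyme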
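Also added – OMFP at 25 µM · Test system – STEP tyrosine phosphatase · Technique – FITC-channel fluorescence of OMFP product · Schedule – 20 min at room temperature, dark · Evaluation – control-normalized % inhibition with plate pattern correction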
Scp-1 inhibitor: inhibitors of human Scp-1 phosphatase. Recombinant Scp1, phosphopeptide, malachite green phosphate absorbance. 340,000 tested, 0.88% active. Q9GZU7. inhibition, % at 20 µM;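 active means inhibition above about 50% at 20 µM, limit read from the data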;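 further: plate controls were DMSO wells with enzyme for no effect and wells lacking enzyme for full effect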
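Material: truncated SCP-1 phosphatase (76-261aa) / Buffer or medium: 50 mM Tris acetate pH 5.5, 0.005% Tween-20, 10 mM MgCl2 / Compound dosing: one concentration, 20 µM, with 1.0% DMSO / Incubation: 45 min room-temperature reaction, 5 min colour, 30 min stabiliser / Detection: colorimetric free-phosphate detection, absorbance 630 nm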
An asterisk follows results filed as active; . = no result given.

SMILES	DNMT1 block	LMPTP inh	MsrA act	eLon inh	SUMO1-SIM PPI	TbMetRS inhib	MsrA inhibitor	NRP1-CendR mod	STEP inh	Scp-1 inhibitor
COCCN(C(=O)CSc1nc2ccccc2c(=O)n1CC(C)C)c1c(N)n(Cc2ccccc2)c(=O)[nH]c1=O	-1	0.1	-3	-3	3	0.3	1.5	3	1	-11
C=CCn1c(CCC(O)CCCCC)n[nH]c1=S (stereo not drawn)	24	-2.3	0	2	-3	-0.3	0.2	9	2	1
CC(C)N(C(=O)Cn1cnc2c(cnn2-c2ccccc2Cl)c1=O)C(C)C	2	0.5	-5	1	0	-0.4	.	7	0	11
Cc1ccccc1NC(=O)Cn1c(C)nc2ccc(NC(=O)C3CC3)cc2c1=O	0	-1.4	-5	-5	8	-0.8	-1.0	-2	3	-6
CCOC(=O)C1C(=O)CC(C)(O)C(C(=O)OCC)C1c1ccc(OC)cc1 (stereo not drawn)	3	0.4	-4	0	2	-0.4	0.5	1	-3	-5
Nc1c(C(=O)N2CCOCC2)sc2nc3c(cc12)CCCC3	-1	-2.1	-1	3	-21	-0.5	0.0	7	-1	-3
Cc1c(Cl)cccc1NC(=O)CSc1ccc(-c2cccnc2)nn1	0	-1.3	-2	-7	0	1.1	-0.8	3	1	-6
O=C(CSC1=NS(=O)(=O)c2cc(F)ccc2N1)NCc1ccc(F)cc1	1	-0.4	-2	-12	2	-0.2	-0.6	-14	-3	-9
c1ccc(-n2ncc3c(N4CCCCC4)ncnc32)cc1	-4	0.7	-2	-10	5	0.0	0.0	-12	0	0
CCOC(=O)C1=C[C@]2(CC)CCCN3CCc4c(n1c1ccccc41)[C@@H]32	-3	-0.1	-5	-6	0	-1.3	2.8	-9	3	-6
C/C(=N\NC(=O)C1COc2ccccc2O1)c1cc2ccccc2o1 (stereo not drawn)	1	0.0	-1	-11	-13	-0.3	0.9	-7	0	-4
COc1cc(Cl)c(C)cc1NC(=O)COC(=O)c1ccc(CN2CCCC2=O)cc1	-5	1.7	-6	-2	1	-0.1	0.3	-9	2	-5
O=C(N1CCCCC1)N1CCN(S(=O)(=O)c2cccc([N+](=O)[O-])c2)CC1	1	-1.0	-1	-5	-21	-0.1	-1.0	5	0	-9
CCn1c2ccccc2c2nnc(SCC(=O)Nc3ncccn3)nc21	3	-1.3	-3	4	-11	-0.2	1.8	-2	-3	-7
Cc1ccccc1OCC(=O)Nc1ccc2c(c1)ncn2C	0	-0.5	-4	-3	0	-0.2	-0.3	3	-2	-10
CCC(Sc1ncccn1)C(=O)Nc1cc(C)on1 (stereo not drawn)	1	-0.6	-1	-2	1	0.1	-1.7	8	0	-7
CCOC(=O)c1c(C)[nH]c(C(=O)NCc2ccccn2)c1C	2	0.2	-1	-10	0	-0.1	0.4	5	2	-1
Nc1cc(=O)c2[nH]cnc2[nH]1	-3	1.6	-4	3	1	-0.1	-0.2	0	-5	.
COc1ccccc1/C=C/c1nc(S(=O)(=O)c2ccccc2)c(N(C)C)o1	-3	5.0	-3	0	-7	-0.1	1.8	-1	1	-6
Cc1c(C)n(CCCN(C)C)c2ncnc(Nc3ccc(F)cc3)c12	0	-7.0	0	3	0	0.0	1.2	2	-1	-10
CC1C(=O)Nc2ccccc2N1C(=O)c1cccc(C(F)(F)F)c1 (stereo not drawn)	3	2.8	-2	-3	0	-0.4	1.4	13	2	1
Cc1ccc(-c2csc(NC(=O)c3cnccn3)n2)cc1C	1	-0.3	0	-4	0	-0.5	-0.7	9	7	-5
CC[C@@]12C(=O)N(c3ccc(OC)cc3)C(=O)N1[C@H](c1cccc(C)c1)[C@@H]1C(=O)N(Cc3ccccc3)C(=O)[C@@H]12	0	0.3	-1	-5	7	0.1	.	35*	-2	-9
CCN1CCN(CC(=O)N2c3ccccc3CC2C)CC1 (stereo not drawn)	1	-4.4	-2	0	-3	-0.6	0.5	8	0	-6
CCn1c(SCc2ccc(C(=O)OC)o2)nnc1-c1c[nH]c2ccccc12	1	0.2	-2	-8	3	1.1	-0.5	1	-2	6
Next section:
SMILES	DNMT1 block	LMPTP inh	MsrA act	eLon inh	SUMO1-SIM PPI	TbMetRS inhib	MsrA inhibitor	NRP1-CendR mod	STEP inh	Scp-1 inhibitor
Cc1ccc2c(c1)N(CC(=O)Nc1c(C)cccc1C)C(=O)c1cccnc1O2	2	-0.9	-4	-1	-5	-0.3	0.8	0	0	-6
COC(=O)c1ccccc1OC(=O)c1cc[n+]([O-])cc1	2	-0.6	-6	3	-1	-0.6	0.7	11	0	-4
Cc1cc(=O)oc2cc(OCC(=O)N3CCC(C(N)=O)CC3)ccc12	-3	-0.5	-3	5	1	-1.4	1.5	4	-4	12
CCOC(=O)N1CCN(c2c(N3CCN(c4cccc(C(F)(F)F)c4)CC3)c(=O)c2=O)CC1	4	-0.8	-1	6	-1	-0.6	.	18	0	2
CCCn1nc(C(=O)NNC(=O)CSC(C)C(=O)Nc2cc(C)on2)c2ccccc2c1=O (stereo not drawn)	-1	-0.5	-5	4	0	-0.4	-0.3	4	-2	-7
Cc1ccc2c(COC(=O)c3c(C)noc3C)cc(=O)oc2c1	8	-1.5	-13	-12	3	-1.1	0.0	-2	0	-3
NC(Cc1ccc(Cl)cc1)c1csc(Nc2cc(NCCCO)ncn2)n1 (stereo not drawn)	-14	0.4	1	2	-2	-0.2	-1.0	-2	1	.
CCCCCN(C(=O)CCC(=O)OC(C)C(=O)NC1CCCCC1)c1c(N)n(CCCC)c(=O)[nH]c1=O (stereo not drawn)	-1	-0.9	-3	4	-1	-0.6	0.1	-11	-1	-13
CCS(=O)(=O)N1CCC(C(=O)NCc2cc(OC)ccc2OC)CC1	-2	0.5	-3	-9	-3	0.0	-0.6	-2	-1	-8
CCCNC(=O)NC(=O)COC(=O)CNS(=O)(=O)/C=C/c1ccccc1	6	-1.4	-2	2	-1	-0.3	0.1	16	0	-15
Nc1ncnc2nc(SCC(=O)Nc3cccc(C(F)(F)F)c3)[nH]c12	2	6.1	-1	-6	7	33*	-1.6	14	2	-7
Cc1cccc(CCNC(=O)CN(C)S(=O)(=O)c2ccc3c(c2)c(=O)n(C)c(=O)n3C)c1	-1	-0.8	-2	-4	5	-0.3	-0.2	-3	0	-7
O=C(CCCn1cnc([N+](=O)[O-])n1)Nc1ccc(Cl)c(Cl)c1	0	0.7	1	3	-25	2.6	-0.9	0	-1	-8
Fc1cccc(Cl)c1CNCc1ccccc1Cl	-3	-2.5	4	0	-9	0.1	-0.3	8	-2	-15
CC(=O)C1=C(O)C(=O)N(c2cccnc2)C1c1ccc(Cl)cc1 (stereo not drawn)	3	-2.3	0	1	-3	-0.4	2.6	10	0	0
COc1ccc(/C=N/NC(=O)CN(Cc2ccccc2)S(=O)(=O)c2ccc3c(c2)OCCO3)cc1	-12	2.3	-2	-10	17	-0.3	0.9	5	-2	-3
OCCN(C=NC1=NN(c2cccc(C(F)(F)F)c2)CC1)CCO	-3	-1.3	-5	-5	-4	-0.8	-1.1	-6	1	-6
COCCNc1ccc(N2C(=O)CCCC2=O)cc1[N+](=O)[O-]	2	0.5	-8	-5	-34	-0.9	-0.4	-2	-4	-5
CCOC(=O)CN1C(=O)S/C(=C/c2ccc(O)c([N+](=O)[O-])c2)C1=O	-2	-9.1	-4	-11	-32	0.1	4.5	0	0	4
COc1cccc(NC(=O)CN(C)S(=O)(=O)c2ccc3c(c2)NC(=O)CS3)c1	1	1.3	-3	-9	-3	0.4	0.2	4	-2	7
COc1ccc(-c2nnc(OCc3nc4ccccc4n3C)c3ccccc23)cc1	-4	4.9	-1	8	-3	0.7	-1.9	-21	2	0
Cc1ccc(-n2ncc3c(=O)[nH]c(SCC(=O)N4CCCc5ccccc54)nc32)cc1	0	-1.4	-3	-1	8	-0.1	0.7	15	2	-2
CCc1ccc(Cn2nnc(C(=O)NCc3ccccc3OC)c2N)cc1	9	-0.3	-7	-4	-2	-0.5	0.1	10	0	3
CSc1ccc(/C=C(/NC(=O)c2ccco2)C(=O)N2CCOCC2)cc1	0	-1.3	0	-3	-8	-0.2	5.0*	21	2	-2
CCCCSc1nnc(-c2ccc(NC(C)=O)cc2)n1C	5	-1.7	-2	16	2	-0.5	0.5	-4	0	-2
(continued)
SMILES	DNMT1 block	LMPTP inh	MsrA act	eLon inh	SUMO1-SIM PPI	TbMetRS inhib	MsrA inhibitor	NRP1-CendR mod	STEP inh	Scp-1 inhibitor
O=C1NC(c2ccccc2)=C(c2ccc3ccccc3n2)C(c2ccc(F)cc2)N1 (stereo not drawn)	-2	1.2	-2	-4	-4	0.0	0.8	9	-4	-8
CCCc1c(C(=O)NNc2cc(C(F)(F)F)ccc2Cl)cnn1-c1ccccc1	2	3.6	-2	2	-7	0.0	-1.1	-7	-1	-11
COCCCn1c(-c2ccsc2)nc2c1c(=O)[nH]c(=O)n2Cc1ccccc1	-4	0.1	-1	4	-5	-0.2	-0.5	-5	-1	4
COC(=O)[C@]12CCCCC=C1N(Cc1cccc3ccccc13)C(=O)[C@H](CC(=O)NCc1ccc(OC)c(OC)c1)C2	.	1.9	-10	-1	4	-1.1	1.4	-13	.	.
Cc1ccc(NC(=O)CCC(=O)NNC(=O)C(C)(C)C)c(C)c1	-1	-1.5	-6	4	0	-0.4	-0.9	1	-2	3
CCCCOc1ccc(OCCCC)c2c1NC1(N2)C(=O)N(C(C)=O)c2ccccc21	8	-0.1	-3	8	-6	-0.2	-0.5	-3	1	-6
C=CCNC(=O)c1ccc(Sc2ccc(C)cc2)c([N+](=O)[O-])c1	5	0.2	-12	-5	-10	-1.9	-0.9	5	1	-10
CCOC(=O)C1(S(=O)(=O)c2ccc(Cl)cc2)CCN(Cc2ccc(C)cc2)CC1	2	-0.4	0	-3	0	-0.5	-0.2	-6	0	-2
CC(C)(C)c1ccc(OCC(=O)OCCNC(=O)c2cccnc2)cc1	5	-2.6	0	-1	-7	-1.5	0.9	5	-4	-5
